Rac1 GTP hydrolysis: MgcRacGAP GTPase-activating activity inhibitors, confirmation, biochemical, ADP Hunter fluorescence. one-dose inhibition, % at 30 µM; IC50 in µM for titrated hits. MgcRacGAP-stimulated Rac1 GTP hydrolysis, ADP Hunter fluorescence; higher % means a stronger effect; GST-tagged Rac1 F28L mutant substrate. actives 0.6% (n = 340,000);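 active = first-screen hits whose inhibition reached a set limit at any dose in the follow-up dose series; inconclusive = inhibition above the set first-screen limit but never retested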;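 note: fluorescence reports GDP produced by GAP-driven GTP hydrolysis; strong numbers were not always called active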
Dengue-2 NS5 capping: Dengue-2 NS5 methyltransferase inhibitors, primary screen, biochemical, confirmation dose response (AID 588689); Dengue-2 NS5 methyltransferase capping enzyme assay, biochemical; higher % means a stronger effect; one-dose inhibition, % at 25 µM; IC50 in µM for titrated hits; actives 0.3% (n = 340,000); in the data active = a potency from the dose series; inconclusive = inhibition above about 29% without an active follow-up result
Dengue-2 NS5 capping pilot replicate: second read-out of Dengue-2 NS5 capping, no call of its own (marks repeat the call); inhibition, %; measured here: pilot screen replicate inhibition
An asterisk follows results filed as active; ? = inconclusive. Not all compounds are listed (hit frequency here may not be typical).

The first three records as a preview:
SMILES | Rac1 GTP hydrolysis | Dengue-2 NS5 capping | others
CCN(CC(=O)Nc1ccc(NC(C)=O)cc1)C(=O)c1cc(-c2ccccc2Cl)nc2ccccc12 | 3.5% | 0.7%
NC(=O)c1ccc(NC(=O)CN2C(=O)NC3(CCCCCCC3)C2=O)cc1 | 3.2% | -1.6%
O=C(Nc1ccccc1)OCCNC1CCCCC1 | 7.3% | -6.2%

Main list (from the top)
SMILES | Rac1 GTP hydrolysis | Dengue-2 NS5 capping | others
CCN(CC(=O)Nc1ccc(NC(C)=O)cc1)C(=O)c1cc(-c2ccccc2Cl)nc2ccccc12 | 3.5% | 0.7%
NC(=O)c1ccc(NC(=O)CN2C(=O)NC3(CCCCCCC3)C2=O)cc1 | 3.2% | -1.6%
O=C(Nc1ccccc1)OCCNC1CCCCC1 | 7.3% | -6.2%
CCOC(=O)c1c(C)[nH]c(C(=O)OCC(=O)N(CC)c2c(N)n(Cc3ccccc3)c(=O)[nH]c2=O)c1C | 8.3% | 0.0%
CCN(CC)C(=O)C1=C(C)N(CCCOC)C(=O)C(CC(=O)NCCCN(C)C)C1 (stereo not given) | 11.3% | 2.8%
CCCCCCCCNc1ncnc2[nH]ncc12 | 1.3% | -5.7%
C[C@H](CO)N1C[C@H](C)[C@@H](CN(C)S(=O)(=O)c2cn(C)cn2)Oc2c(NS(=O)(=O)c3cccs3)cccc2C1=O | 2.9% | -0.3% | Dengue-2 NS5 capping pilot replicate=-0.9
CN(c1ccccc1)S(=O)(=O)c1cccc(NC(=O)C2CCCO2)c1 (stereo not given) | 0.6% | 1.2%
COC(=O)C[C@H]1C[C@@H]2c3cc(NS(=O)(=O)c4ccc(OC)cc4)ccc3O[C@@H]2[C@H](CO)O1 | 13.6% | 0.6%
COc1ccc(S(=O)(=O)N2CCCCC2)cc1C(=O)NC1CCS(=O)(=O)C1 (stereo not given) | 8.6% | -2.8%
COc1ccc(OC)c(S(=O)(=O)NCCCN2CCOCC2)c1 | 4.1% | -1.6%
COC(=O)c1ccccc1NN=Nc1ccccc1[N+](=O)[O-] | 11.4% | -1.1%
O=C(COC(=O)c1cc(Cl)nc(Cl)c1)NC1CCCCCC1 | 2.5% | -5.9%
O=C(Nc1ccccc1)c1nc[nH]c1C(=O)Nc1ccccc1F | 0.8% | 4.5%
O=C1CSC(=S)N1N=Cc1ccc2c(c1)OCO2 | 6.1% | -8.5%
Cc1ccc(OCCNC(=O)c2cccc(S(=O)(=O)N3CCN(Cc4ccccc4)CC3)c2)cc1 | 3.4% | -3.7%
O=C(COC(=O)c1cnc(Cl)c(Cl)c1)NC1CC1 | 2.0% | 1.2%
C=C1C(=O)O[C@H]2[C@H]1[C@H](OC(=O)/C(C)=C\C)C[C@]1(CO1)[C@@H]1[C@H](OC(C)=O)C=C(C)[C@]21O | 11.2% | 0.0%
C[C@@H]1CN([C@H](C)CO)C(=O)CCCn2cc(nn2)CO[C@H]1CN(C)C(=O)NC1CCCCC1 | 8.7% | 1.2%
CC1C(=O)NN=C1c1ccc([N+](=O)[O-])cc1 (stereo not given) | 18.8% | 7.7%
C=CC[C@@H](Cc1ccc(F)cc1)C(=O)OC[C@H]1CCCN1C(=O)[C@H](CC=C)CC(=O)N[C@H](CO)Cc1ccccc1 | 6.0% | 0.0%
O=C(Nc1ccccc1)c1nc[nH]c1C(=O)NCCN(CCNC(=O)c1[nH]cnc1C(=O)Nc1ccccc1)CCNC(=O)c1[nH]cnc1C(=O)Nc1ccccc1 | -0.6% | -2.4%
O=C(NCCC(=O)N(Cc1ccco1)Cc1cccs1)c1ccc([N+](=O)[O-])cc1 | 4.8% | -3.6%
O=C1CSC(=S)N1N=Cc1c(F)cccc1Cl | 5.7% | 5.8%
COc1ccc(C(=O)N(C)C(C)c2nccs2)cc1OC1CCN(C(C)=O)CC1 (stereo not given) | 12.1% | -3.3%

The results go on:
SMILES | Rac1 GTP hydrolysis | Dengue-2 NS5 capping | others
O=C(COC(=O)Cc1ccsc1)NNC(=O)c1ccccc1 | 10.6% | 3.6%
O=C(CC1SC(N2CCCCC2)=NC1=O)Nc1ccc(C(=O)NCc2ccccc2)cc1 (stereo not given) | 1.5% | 0.0%
Cc1ccc(S(=O)(=O)CCC(=O)OCC(=O)NCc2ccc(F)cc2)cc1 | 8.4% | -1.6%
Cn1cnc2nc[nH]c2c1=S | 2.5% | 4.8%
COc1ccc(NC(=O)CN2CCN(C(C)=O)CC2)cc1S(=O)(=O)N1CCOCC1 | -6.9% | -8.8%
Cc1ccc(S(=O)(=O)N2CCCN(S(=O)(=O)c3ccccc3Br)CC2)cc1 | 9.3% | -7.8%
CC1(C)CC(=O)C=C(c2ccccc2CO)C1=O | 11.6% | 1.6%
O=C(ONC(=O)C1C2C=CC(C2)C1C(=O)NOC(=O)c1ccccc1)c1ccccc1 (stereo not given) | 20.4% | -1.6%
CN(C(=O)c1cccc(NC(=O)Cc2ccc(NC(=O)C3CCCN(C(=O)C4CCCC4)C3)cc2)c1)C1CCCC1 (stereo not given) | 3.2% | -5.3% | Dengue-2 NS5 capping pilot replicate=2.1
CCCCCCC1CC(=CN(C)C)C(=O)O1 (stereo not given) | 7.9% | 0.0%
Nc1c(N(Cc2ccco2)C(=O)c2ccccc2F)c(=O)[nH]c(=O)n1Cc1ccccc1 | 5.7% | -3.6%
O=C(COC(=O)C1CC(=O)N(Cc2ccccc2)C1)Nc1cccc([N+](=O)[O-])c1 (stereo not given) | 8.2% | -10.5%
O=C(COc1ccccc1)N[C@@H]1c2ccccc2CC[C@@H]1OCc1ccccc1 | 3.7% | -3.0% | Dengue-2 NS5 capping pilot replicate=0.0
O=C(COC(=O)c1ccc[n+]([O-])c1)Nc1ccccc1OC(F)F | -1.5% | 3.1%
CC1(C)COC(Cc2ccccc2)=N1 | 0.5% | 2.9%
COc1ccc(-c2ccc(CN3C(C)C(=O)N(Cc4cn(CCC5OCCO5)nn4)CCS3(=O)=O)cc2)cc1 (stereo not given) | 19.2% | 6.2%
COc1ccccc1N(C)S(=O)(=O)c1ccc(C(=O)Nc2cccc(S(=O)(=O)N3CCOCC3)c2)cc1 | 6.9% | 2.2%
CC(C)[C@@H](C(=O)OCC(=O)c1ccc2c(c1)NC(=O)CO2)N1C(=O)c2ccccc2C1=O | 8.8% | 7.8%
COc1cccc(NC(=O)COC(=O)CCSc2ccccc2)c1 | 4.6% | -8.8%
CCN1C(=O)C(=O)c2cc(C)ccc21 | 8.9% | -14.1%
O=S(Cc1ccccc1)c1ccccc1 (stereo not given) | 4.2% | 7.7%
COc1ccc([C@H]2N[C@]3(CCCN(Cc4ccccc4)C3=O)[C@H]3C(=O)N(Cc4ccccc4)C(=O)[C@@H]23)cc1 | 11.0% | 0.6%
C[C@@H]1CN([C@@H](C)CO)C(=O)CCCn2nncc2CO[C@@H]1CN(C)C(=O)Nc1ccc(N2CCN(C)CC2)cc1 | 11.7% | -1.7%
Nc1ccccc1C(=O)N1O[C@@H]2C=C[C@H]1C2 | 2.0% | 1.6% | Dengue-2 NS5 capping pilot replicate=0.6
COc1ccccc1NS(=O)(=O)c1ccc(C)c(C(=O)Nc2cc(C)on2)c1 | -2.8% | 4.7%

7 compounds from above, sorted by SMILES length, rising:
SMILES | Rac1 GTP hydrolysis | Dengue-2 NS5 capping | others
Nc1ccccc1C(=O)N1O[C@@H]2C=C[C@H]1C2 | 2.0% | 1.6% | Dengue-2 NS5 capping pilot replicate=0.6
COc1cccc(NC(=O)COC(=O)CCSc2ccccc2)c1 | 4.6% | -8.8%
O=C(COC(=O)c1ccc[n+]([O-])c1)Nc1ccccc1OC(F)F | -1.5% | 3.1%
COc1ccccc1NS(=O)(=O)c1ccc(C)c(C(=O)Nc2cc(C)on2)c1 | -2.8% | 4.7%
O=C(CC1SC(N2CCCCC2)=NC1=O)Nc1ccc(C(=O)NCc2ccccc2)cc1 (stereo not given) | 1.5% | 0.0%
COc1ccccc1N(C)S(=O)(=O)c1ccc(C(=O)Nc2cccc(S(=O)(=O)N3CCOCC3)c2)cc1 | 6.9% | 2.2%
COc1ccc(-c2ccc(CN3C(C)C(=O)N(Cc4cn(CCC5OCCO5)nn4)CCS3(=O)=O)cc2)cc1 (stereo not given) | 19.2% | 6.2%

The list goes on.
SMILES | Rac1 GTP hydrolysis | Dengue-2 NS5 capping | others
C[C@@H]1CCCCO[C@H](CN(C)C(=O)Nc2ccc(C(F)(F)F)cc2)[C@@H](C)CN([C@H](C)CO)C(=O)c2cc(NC(=O)c3ccncc3)ccc2O1 | 8.1% | 1.6%
CCOc1ccc(OCCC(=O)Nc2cccc(S(=O)(=O)N3CCCC3)c2)cc1 | 4.5% | 4.4%
CCOC(CN=c1nc(N(C)C)ss1)OCC | 30.1% | -2.3%
COc1cc(NC(=O)COC(=O)CCc2nc3ccccc3c(=O)[nH]2)cc(OC)c1 | 3.4% | 2.3%
COC1=CC(=O)c2ccccc2C1=O | 0.2% | 0.7%
CC(C)NC(=O)Nc1cccc2c1O[C@@H](CN(C)S(=O)(=O)c1ccc(F)cc1)[C@@H](C)CN([C@H](C)CO)C2=O | 6.9% | -13.1%
CCOC(=O)C(C#N)C(=N)C1C(=O)OC2CCCCC21 (stereo not given) | 7.7% | 1.7%
Cc1ccc(-n2c(SCC(=O)c3c(N)n(C4CC4)c(=O)[nH]c3=O)nnc2N2CCOCC2)cc1 | 2.1% | -4.3%
OC(CC(O)c1ccccc1)c1ccccc1 (stereo not given) | 0.6% | -5.1%
CCOc1ccc(S(=O)(=O)N2CCOCC2)cc1NC(=O)CCOc1ccc(C(C)(C)C)cc1 | 6.5% | -3.6%
O=C(COC(=O)/C=C/c1ccccc1)NC1CCCCCC1 | 0.1% | 2.2%
O=c1c2ccccc2nnn1-c1ccccc1[N+](=O)[O-] | 10.5% | 2.9%
O=C(CN1C(=O)C(=O)N(C2CCCC2)C1=O)NCCc1ccc(F)cc1 | 5.1% | 6.2%
CN(Cc1ccccc1)C(=O)COC(=O)/C=C/c1ccc2c(c1)OCO2 | -0.2% | -1.5%
C[C@H]1CN([C@@H](C)CO)C(=O)CCCn2cc(nn2)CO[C@@H]1CN(C)C(=O)C1CCCCC1 | 7.5% | -6.8%
C#CCOCCOCCOCCNc1nc(N2CCN(C(=O)Cn3cc(CCCN=C(N)N)nn3)CC2)nc(N2CCN(C(=O)Cn3cc(CC(C)O)nn3)CC2)n1 (stereo not given) | 8.5% | 0.7%
Oc1ccccc1C1SC(c2ccccc2O)SC(c2ccccc2O)S1 (stereo not given) | 4.4% | -1.9%
CCOC(=O)C1CC(c2ccccc2)=NN1c1ccccc1 (stereo not given) | 13.6% | -3.5%
COc1ccc(S(=O)(=O)N2CCOCC2)cc1NC(=O)c1c(C)noc1C | 13.2% | -1.1%
CCCCCCSc1cc(-c2nc3cnccn3c2NCCCC)ccc1OC | 3.2% | -7.9%
O=C(Nc1cc2c(cc1Br)OCCO2)c1ccc(=O)[nH]c1 | 5.8% | 1.5%
Cc1cc(N2CCCC2)ccc1NC(=O)COc1ccc(Cl)cc1 | 9.9% | -26.7%
Fc1ccc2cc(-c3ccccc3)ncc2c1 | 2.1% | -4.8%
O=C(COC(=O)C1=COCCO1)NCc1ccc(Cl)cc1Cl | 15.4% | 0.6%
Cc1cccc(NC(=O)CNC(=O)Cn2ncc(Cl)c(Cl)c2=O)c1C | 5.0% | -8.9%

(listing goes on)
SMILES | Rac1 GTP hydrolysis | Dengue-2 NS5 capping | others
CC1(C2CC2)NC(=O)N(CC(=O)N2CCN(c3ccccc3Cl)CC2)C1=O (stereo not given) | 7.6% | 6.5%
Cc1ccc(OCC(=O)Nc2ccncc2)cc1C | 16.8% | 6.0%
COc1ccc([C@H]2C[C@@H](n3cc(COC(=O)c4ccccc4)nn3)[C@H](O)CN2C(=O)C2CCCCC2)cc1 | 9.2% | -1.2%
CC(C)(C)C1CCNC(=O)CC1 (stereo not given) | 5.9% | -3.5%
O=C1CCC/C=C\C[C@@H](CC(=O)N(CCO)Cc2ccccc2)C(=O)N[C@H](c2ccccc2)CO1 | 11.5% | 6.6%
CCC(C)C1(C2CCCC2)NC(=O)NC1=O (stereo not given) | 6.2% | -3.1%
COc1ccc(NCC(=O)Nc2c(C)cccc2C)cc1S(=O)(=O)N1CCOCC1 | 15.8% | 6.0%
c1ccc2c(c1)COc1c3cc4c(cc3nn1-2)OCO4 | 14.6% | 0.0%
O=C1NC(=S)SC1=Cc1ccccc1Cl | ? | 15.3%
O=C(Nc1cc2c(cc1Cl)-c1ccc([N+](=O)[O-])cc1C2=NO)C(F)(F)F | 5.0% | 3.1%
Cc1ccc([C@H]2C[C@@H](n3cc(-c4ccc(F)cc4)nn3)[C@H](O)CN2CC2CCCCC2)cc1 | 7.1% | -0.6%
C[C@H](CO)N1C[C@H](C)[C@H](CN(C)S(=O)(=O)c2cccc(F)c2)OCc2ccccc2-c2c(n(C)c3ccccc23)C1=O | 2.9% | 0.0%
N#Cc1ccc(NN=Nc2ccccc2C#N)cc1 | 9.1% | -1.7%
COc1ccc(O)c(C(=O)c2cnn(C(=O)c3cccc(N(C)C)c3)c2)c1 | 7.8% | -6.2%
COc1cccc(N=CNc2cccc(OC)c2)c1 | -1.6% | 3.9%
CC1=C(C(=O)N2CCOCC2)CC(CC(=O)NC2CCCC2)C(=O)N1Cc1ccccc1 (stereo not given) | 12.9% | 2.8%
COC(=O)[C@@]12CCCCN1[C@H](c1ccc(-c3cccc(Cl)c3)cc1)[C@@H]1C(=O)N(C)C(=O)[C@@H]12 | 7.5% | -2.4%
CCC(CO)Oc1cc(NCc2ccc(C(C)(C)C)cc2)c2ncn(C(C)C)c2c1 (stereo not given) | 9.2% | 0.0%

Random excerpt: two compounds from above.
SMILES | Rac1 GTP hydrolysis | Dengue-2 NS5 capping | others
CC(C)(C)C1CCNC(=O)CC1 (stereo not given) | 5.9% | -3.5%
CCC(CO)Oc1cc(NCc2ccc(C(C)(C)C)cc2)c2ncn(C(C)C)c2c1 (stereo not given) | 9.2% | 0.0%
